14-3-3 PPI: modulators of 14-3-3 gamma protein binding, primary screen, biochemical, fluorescence polarization | 14-3-3 protein gamma (Homo sapiens), P61981 | actives 0.19% (n = 160,000) | FP, 14-3-3gamma / TMR-pS259-Raf peptide binding | inhibition, % at 40 µM; in the data active = inhibition above about 30%;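 also: 0% = protein plus tracer without compound and 100% = blank with tracer alone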
Target sequence (P61981 whole entry, looked up): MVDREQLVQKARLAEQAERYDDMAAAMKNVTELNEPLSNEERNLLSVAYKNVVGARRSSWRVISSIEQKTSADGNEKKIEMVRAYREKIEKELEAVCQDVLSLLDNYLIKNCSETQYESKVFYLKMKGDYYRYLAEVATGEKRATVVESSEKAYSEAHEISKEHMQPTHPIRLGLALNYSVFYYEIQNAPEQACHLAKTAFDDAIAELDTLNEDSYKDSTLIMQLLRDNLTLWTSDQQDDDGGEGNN
Starred values were filed as active, the others as inactive; & = joins results of further samples. An excerpt; rates above refer to the full screens.

Sample of the layout, two compounds:
SMILES	14-3-3 PPI
COCCn1c(=O)[nH]c2cc(C(=O)NCCc3ccc(Cl)cc3)ccc2c1=O	-1.7
CC1(C)Cc2c(c(-c3ccccc3)nc3[nH][nH]c(=O)c23)CO1	-1.8

The listing, from the first entry:
SMILES	14-3-3 PPI
COCCn1c(=O)[nH]c2cc(C(=O)NCCc3ccc(Cl)cc3)ccc2c1=O	-1.7
CC1(C)Cc2c(c(-c3ccccc3)nc3[nH][nH]c(=O)c23)CO1	-1.8
COc1ccc(OC)c(C2=NOC(C(=O)NCCN3CCOCC3)C2)c1 (stereo not given)	-7.8
O=C(COc1nsnc1N1CCOCC1)Nc1cccc(Cl)c1	-1.9
Cc1ccc(NC(=O)N2CCCN(Cc3ccccc3F)C2)cc1C	1.4
CC1(C)Cc2c(sc3nc(SCc4ccccc4)n(Cc4ccccc4)c(=O)c23)CO1	4.1
CN(c1ccccc1C(=O)N1CCc2ccccc2C1)S(C)(=O)=O	-2.6
Cc1cc(SCC(=O)Nc2nc(-c3ccccc3)ns2)nc2ccccc12	-5.2
COc1ccc(NC(=O)CSc2nc(-c3cccs3)cc(C(F)(F)F)c2C#N)cc1	-24.8
CCN1CCN(c2ncnc3scc(-c4ccccc4)c23)CC1	-9.0
O=C(c1ccccc1Br)N1N=C(c2ccc(Br)cc2)CC1c1ccco1 (stereo not given)	-1.4
O=C1C2C3C=CC(C4CC34)C2C(=O)N1CCc1ccccc1 (stereo not given)	-1.8
Cc1ccc(C2Nc3ccc4ccccc4c3C3=C2C(=O)CCC3)cc1 (stereo not given)	-2.7
Cc1ccc(C(=O)Nc2sc3c(c2C(=O)Nc2ccccc2C)CCC(C)C3)cc1 (stereo not given)	-9.3
COc1cccc(N2CCN(C3CCCC(C)C3)CC2)c1 (stereo not given)	-5.8
O=C(NCCC1=CCCCC1)C1CCN(C(=O)Nc2ccccc2)CC1	0.8
COCC(=O)N(Cc1cc2cc(OC)ccc2[nH]c1=O)c1ccccc1	-1.1
Cc1ccc(Cl)cc1N1CCN(C(=O)c2ccc(CN3CCOCC3)cc2)CC1	-8.9
O=C(O)Cn1nc(-c2ccccc2)cc1-c1ccccc1	-8.2
COc1ccc(C(C)NC(=O)C2CCCO2)cc1OC (stereo not given)	2.7
O=C(C1=C(O)C(=O)N(CCCn2ccnc2)C1c1cccc([N+](=O)[O-])c1)c1ccco1 (stereo not given)	1.7
COc1ccc(C2C(C(=O)N3CC(C)CC(C)C3)CC(=O)N2c2ccc(OC)cc2)cc1 (stereo not given)	-2.0
COc1ccccc1NC(=O)N1CCCC1C(=O)NCc1ccccc1 (stereo not given)	-7.9
O=C(c1cccc(C(=O)N2CCc3ccccc32)c1)N1CCc2ccccc21	-81.8
CCOC(=O)c1cnc2c(Cl)cccc2c1Nc1ccc(C(=O)OC)cc1	-15.1
CC(C)Sc1nc2c([nH]c3ccccc32)c(=O)n1C	-3.8
COC(=O)c1c(NC(=O)CSc2nc3c(c(=O)n(C)c(=O)n3C)n2C(C)C)sc(C)c1C	-0.7
COC(=O)c1ccc(N2CCN(C)CC2)c(NC(=O)c2cc3ccccc3o2)c1	-11.9
CC1=C(C(=O)OCCOC(C)C)C(c2ccccc2F)NC(=O)N1 (stereo not given)	1.8
CCC(=O)Nc1ccc(-c2nnc(-c3ccccc3)o2)cc1	1.1&-1.9
Cc1cc(C)c2c(-c3ccccc3)nn(-c3ccccc3)c2n1	3.8
CCOc1ccc(OCC)c(NC(=O)CC2Oc3ccccc3NC2=O)c1 (stereo not given)	-6.9
CCCCNC(=O)C1(O)c2cc(Br)ccc2NC(=O)N1c1ccc(OCC)cc1 (stereo not given)	-6.5
O=C(CSc1nc2ccccc2c(=O)n1CCC1=CCCCC1)NCc1ccccc1Cl	-24.0
O=C(NCc1ccccc1)C1CCCN(C(=O)Nc2ccccc2)C1 (stereo not given)	-7.0
O=C(O)C1CCCN(S(=O)(=O)c2ccc(Br)cc2)C1 (stereo not given)	-2.8
CC(C)(C)C(=O)CN1C(=O)C(=O)c2cc(Br)ccc21	-8.5
CSc1cccc(NS(=O)(=O)c2cnc[nH]2)c1	-6.7
CCC(=O)Nc1c(-c2ccc(C)cc2)nc2c(Br)cc(Br)cn12	5.5
Cc1ccc(NC(=O)C2c3ccccc3C(=O)N(C)C2c2cn(C)c3ccccc23)c(Br)c1 (stereo not given)	-4.5
Cc1ccc(C(=O)O)cc1N1C(=O)c2ccc(Oc3ccc(Br)cc3)cc2C1=O	-5.2
OC(COc1c(Br)cc(Br)cc1Br)CN1CCOCC1 (stereo not given)	8.3
CCOC(=O)c1c(C)n(C)c2cc(OCCN(CC)CC)ccc12	-11.0
COc1ccc(O)c(C2Oc3ccccc3C3CC(c4cccs4)=NN32)c1 (stereo not given)	-56.9
Nc1cc(C(=O)OCC(=O)N2CCCC2)ccc1Cl	-3.3
Clc1c(CSc2nc3ccccc3s2)nc2ncccn12	-2.8
CCC(C)(C)n1nnnc1C(c1cc2cccc(C)c2[nH]c1=O)N1CCCC1 (stereo not given)	0.5
Cc1cccc(C(=O)Nc2cccc(NC(=O)c3ccc(F)cc3)c2)c1	2.3
CCCCCSc1nc2c(c(=O)[nH]c(=O)n2C)n1CCc1ccccc1	-2.0
Cc1ccccc1NC(=O)c1c(Cl)nc(Cl)c(Cl)c1Cl	-1.6
COC(=O)COc1nc(C)c2c(c1C#N)CC(C)(C)OC2	-9.1
CC(=O)Nc1ccc2nc(NC(=O)c3ccc(NC(=O)C4CCCCC4)cc3)sc2c1	2.1
COc1ccccc1C(=O)Nc1ccc(S(=O)(=O)Nc2cc(C)on2)cc1	-5.0
C=CCn1c(SCC(=O)Nc2ccccc2OC)nc(O)c(CC)c1=O	-5.0
COc1ccc(CCC(=O)Nc2c(C)nn(Cc3ccccc3Cl)c2C)cc1	-2.5
CCS(=O)(=O)N1N=C(c2ccc(NS(C)(=O)=O)cc2)CC1c1ccc(C)cc1 (stereo not given)	-211.8
CC1CCCN(CCCNC(=O)C2CC(=O)N(C3CCCC3)C2)C1 (stereo not given)	-1.4
COc1cc(-c2nc(-c3ccccn3)no2)cc(OC)c1OC	-4.2&-4.9
COc1cc(NC(=O)c2cccs2)c(OC)cc1NC(=O)CCn1nnc2ccccc21	0.0
CCOc1cc(C(=O)Nc2cc(Cl)ccc2C)cc(OCC)c1OCC	-4.0
More structures follow:
SMILES	14-3-3 PPI
CCn1ncc(C2=NOC(C(=O)Nc3cc(OC)c(Cl)cc3OC)C2)c1C (stereo not given)	-1.7
O=C(Nc1ccc(O)c(-c2nc3ccccc3s2)c1)c1ccc(Cl)cc1	6.2
O=C(NCCOc1cccc2ccccc12)c1cc(C(F)(F)F)cc(C(F)(F)F)c1	-2.6
CCCCn1c(NC(=O)CC)c(C#N)c2nc3ccccc3nc21	-5.9
O=C(C1CCC1)N1CCc2cc(S(=O)(=O)NCc3cccs3)ccc21	1.5
CCCC(CCC(=O)Nc1ccc(C(=O)OCC)cc1)C(=O)O (stereo not given)	-0.2
O=c1c2ccccc2c(-c2ccc(F)cc2)nn1-c1cc(Cl)ccc1[N+](=O)[O-]	6.3
COC(=O)C1=C(C)NC(=O)NC1c1cc(Br)c(O)c(OC)c1 (stereo not given)	-6.8
COc1cc2ccccc2cc1C(=O)Nc1ccc(-c2nc3cc(C)ccc3o2)cc1	-173.4
COCCNC(=O)CN1CCN(Cc2cccc(C)c2)C1=O	1.3
COc1ccc(-c2n[nH]c(=S)n2Cc2ccccc2)cc1	19.4
CCOC(=O)c1cnc(SCC(=O)Nc2nc(C)c(C)s2)nc1N	-0.7
COC(=O)C(C)Sc1nc2c(c(=O)n1-c1ccc(Br)cc1)SCC2 (stereo not given)	-8.4
Cc1cc2nn(-c3ccccc3)nc2cc1NC(=O)COc1ccc(Cl)cc1	-8.0
O=C(COc1ccccc1)Nc1ccc2c(c1)nc1n2CCOC1	-2.3
O=c1c2c3nc4ccccc4nc3n(-c3ccc4c(c3)OCCO4)c2ncn1CC1CCCO1 (stereo not given)	-53.9
O=C1CCCCC1C1(O)C(=O)Nc2ccc(Br)cc21 (stereo not given)	-4.0
CCOc1ccc(-n2cc3c(c2-c2ccc(C)cc2)c(=O)n(C)c(=O)n3C)cc1	-0.2
CCOC(=O)c1c(NC(=O)c2cc(OC)c(OC)c(OC)c2Br)sc2c1CCCC2	-0.1
Cc1ccc2c(c1)N(CCC(=O)NCc1ccc(F)cc1)C(=O)CO2	-3.3

Retrieved one by one from the entries so far, 4 records:
SMILES	14-3-3 PPI
CCCCn1c(NC(=O)CC)c(C#N)c2nc3ccccc3nc21	-5.9
O=c1c2ccccc2c(-c2ccc(F)cc2)nn1-c1cc(Cl)ccc1[N+](=O)[O-]	6.3
CCOC(=O)c1c(NC(=O)c2cc(OC)c(OC)c(OC)c2Br)sc2c1CCCC2	-0.1
COC(=O)C(C)Sc1nc2c(c(=O)n1-c1ccc(Br)cc1)SCC2 (stereo not given)	-8.4

Next compounds follow:
SMILES	14-3-3 PPI
O=c1c2cc(Br)ccc2[nH]c(=S)n1CCC1=CCCCC1	-0.7
COc1ccc(C2/C(=C(\O)c3ccc(F)cc3)C(=O)C(=O)N2CCN2CCOCC2)cc1OC (stereo not given)	-1.8
Cc1cccc(NS(=O)(=O)c2ccc(C)c(C(=O)OCC(=O)Nc3cc(C)on3)c2)c1	-5.0
COc1ccc(-c2nnc(SCC(=O)Nc3cc(C)on3)n2N)cc1OC	-8.3
CCOC(=O)c1c(NC(=O)Cn2cnc([N+](=O)[O-])n2)sc2c1CCC(C(C)(C)C)C2 (stereo not given)	5.4
Nc1nc2n(n1)C(c1ccccc1)CC(c1ccc(F)cc1)N2 (stereo not given)	0.3
CN(C)CCN1C(=O)C(=O)/C(=C(/O)c2ccc(F)cc2)C1c1ccccc1 (stereo not given)	4.0
COC(=O)C1=C(N)N(c2ccccc2F)C2=C(C(=O)CC(C)(C)C2)C1c1ccc(OC)cc1 (stereo not given)	-3.4
O=C(CCN1C(=O)c2ccccc2C1=O)Nc1nc(-c2ccccc2)cs1	-16.8
Cc1c(N=Cc2nn(-c3ccccc3)cc2-c2ccccc2)c(=O)n(-c2ccccc2)n1C	1.0
CC(C)COP(=O)(c1ccc(N(C)C)cc1)C(O)c1ccccn1 (stereo not given)	-8.7
Cc1ccc(-c2nn3cc(-c4ccccc4)c4c3n2CCCC4)cc1	-105.1
O=C(O)c1cc([N+](=O)[O-])ccc1NCCCc1ccccc1	-5.5
Cc1c(C(=O)Oc2ccc(Br)cc2)sc2ncn(C)c(=O)c12	-4.2
CCOc1ccc(Cl)cc1S(=O)(=O)N1CCN(c2ccc(F)cc2)CC1	0.5
O=C(CSc1nnc(-c2cccs2)n1-c1ccccc1)NCc1ccc2c(c1)OCO2	3.8
Cc1cc(SCCOc2ccc(Br)cc2)nc(N)n1	-1.2
CCCCCOC(=O)c1ccc(OC(=O)c2cccnc2)cc1	-0.9
Cc1ccc(CN2C(=O)C(C(C)C(=O)O)Sc3ccccc32)cc1 (stereo not given)	0.4
Cc1noc(C)c1C(=O)Nc1ccccc1-c1ccccc1	-5.0
Cc1ccc2c(c1)CCCN2C(=O)c1ccncc1	-9.4
CCN(CC)S(=O)(=O)c1ccc2nc(CSc3nnnn3-c3ccc(O)cc3)[nH]c2c1	-5.5
Oc1cc(OCc2ccccc2)ccc1-c1[nH]ncc1-c1ccccc1	3.4
CC1CC(C)CN(S(=O)(=O)N2CCCC(C(=O)NCc3ccccn3)C2)C1 (stereo not given)	-4.6
COc1ccc(S(=O)(=O)Nc2ccc(C(C)=O)cc2)cc1OC	-8.2
COc1ccc(C)cc1S(=O)(=O)N(C)CC(=O)NCc1ccco1	-1.7
O=C(c1cccc2ccccc12)n1c(=O)oc2cc([N+](=O)[O-])ccc21	2.8
COc1ccc(Cn2nnnc2C(c2cc3cccc(C)c3[nH]c2=O)N2CCOCC2)cc1 (stereo not given)	-0.2
Cc1ccc2nc(-c3ccc(N=Cc4ccccc4)cc3)sc2c1	-2.8
O=C(Nc1ccc(S(=O)(=O)NC2CCCC2)cc1)c1cnccn1	-3.1
Cc1ccc(-n2cc(-c3ccccc3)c3c(NCc4ccc5c(c4)OCO5)ncnc32)cc1	-8.3
O=C(Nc1cnn(Cc2ccccc2)c1)c1cc2nc(-c3ccco3)cc(C(F)(F)F)n2n1	-3.9
CC1(C)CNC(=O)CC(C)(C)N1O	-4.2
CCOC(=O)c1ccc(Oc2nc(OC)nc(N(C)C)n2)cc1	-2.2
CC1(C(=O)O)CCC(C(=O)Nc2ccc(F)cc2)C1(C)C (stereo not given)	15.9
COCCCN(C(=O)Nc1ccc(C)c(C)c1)C(C)c1ccccn1 (stereo not given)	-3.4&1.8
NS(=O)(=O)c1ccc(CCNC(=O)CSC2=Nc3ccccc3C3=NC(c4ccccc4)C(=O)N23)cc1 (stereo not given)	-13.2
COc1cccc(CNc2ccc(S(=O)(=O)Nc3nccs3)cc2)c1O	-10.0&-6.5
COc1ccc(OC)c(-c2nc3ccccc3nc2-c2ccccc2)c1	-24.8
COCCNC(=O)c1cnn2c(C)c(Cc3cccc(Cl)c3)c(C)nc12	-0.2
COCCNC(=O)c1cc(-c2ccc(F)cc2)nc2ccccc12	-9.9
C=CCn1c(SCC(=O)c2ccc(O)c(O)c2)nnc1-c1ccccc1OC	-1.3

Taken from the listing (7 entries):
SMILES	14-3-3 PPI
CCOC(=O)c1ccc(Oc2nc(OC)nc(N(C)C)n2)cc1	-2.2
CC1(C(=O)O)CCC(C(=O)Nc2ccc(F)cc2)C1(C)C (stereo not given)	15.9
COCCCN(C(=O)Nc1ccc(C)c(C)c1)C(C)c1ccccn1 (stereo not given)	-3.4&1.8
NS(=O)(=O)c1ccc(CCNC(=O)CSC2=Nc3ccccc3C3=NC(c4ccccc4)C(=O)N23)cc1 (stereo not given)	-13.2
COc1cccc(CNc2ccc(S(=O)(=O)Nc3nccs3)cc2)c1O	-10.0&-6.5
COc1ccc(OC)c(-c2nc3ccccc3nc2-c2ccccc2)c1	-24.8
COCCNC(=O)c1cnn2c(C)c(Cc3cccc(Cl)c3)c(C)nc12	-0.2

High-throughput results as filed in PubChem BioAssay.
